# Bioassay records: PubChem BioAssay, several laboratories
# Ecoli viability = E. coli V3065 growth inhibition, primary screen, counter-screen for AddAB inhibitor project, absorbance, OD600; 18 h; inhibition, % at 11.9 µM; actives 0.27% (n = 330,000); AID 449728, 2010;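 active = inhibition above the campaign's mean inhibition across all tested compounds plus 3 SD, cut at about 9.9% in these data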;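 also: uninfected addAB+ strain grown without phage in ampicillin broth; 0% = DMSO wells and 100% = ciprofloxacin 0.95 µg/ml wells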
# CAL PDZ FP-1 = untagged CAL PDZ binding inhibitors, primary screen, biochemical, fluorescence polarization, HTS. AID 602252, 2012. inhibition, % at 24.9 µM. Golgi-associated PDZ and coiled-coil motif-containing protein (Homo sapiens), Q9HD26. actives 0.92% (n = 300,000). purified CAL PDZ, TMR-peptide fluorescence polarization, 1 h;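 active = mean inhibition of at least 30% with at least half of replicates also reaching 30%; inconclusive = no clear call, values can overlap the other calls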;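 also: 0% = DMSO neutral control and 100% = excess unlabeled competitor peptide PRC23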
# Wnt bcat act = Wnt/beta-catenin pathway activators, primary screen, cell-based, plate reader, single point; AID 743398, 2014; Wnt/beta-catenin reporter cell assay, activator; actives 1.2% (n = 300,000); activation, % at 9.35 µM; in the data active = activation above about 30%, passing the limit was not always enough; inconclusive = no clear call, values can overlap the other calls;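 also: 0% = neutral control wells and 100% = positive control wells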
# SR-BI DiI-HDL act = activators of SR-BI mediated DiI-HDL uptake, primary screen, ldlA[mSR-BI] CHO cells, DiI fluorescence | 3 h; 100 = double the neutral-control signal | activation, % at 12.5 µM | actives 0.096% (n = 320,000) | AID 504775, 2011;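 active = mean replicate activation of at least 60% and every replicate at or above 60%; inconclusive = mean or all-replicate condition met, but not both; inactive = mean below 60% and not all replicates reaching 60%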;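 also: 0% = median plate neutral-control signal and 100% = twice that signal; values of inactives mirror those of a sister screen read the other way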
#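 Test system: SR-BI-overexpressing, LDLR-lacking CHO cells; Medium: Ham's F12 with 0.5% BSA, HEPES 25 mM, pH 7.4; Schedule: 3 h, 37 °C; Technique: bottom-read fluorescence, 550/595 nm.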
# CAL PDZ FP-2 = CAL PDZ peptide-binding inhibitors, primary screen, biochemical, fluorescence polarization, Cer-tagged CAL PDZ, HTS | AID 504414, 2011 | inhibition, % at 20 µM | purified CAL PDZ, TMR-peptide fluorescence polarization, 1 h | Golgi-associated PDZ and coiled-coil motif-containing protein (Homo sapiens), Q9HD26 | actives 0.02% (n = 330,000);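 active = highest replicate inhibition of at least 40%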;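 also: plate controls were DMSO neutral control wells for no effect and unlabeled competitor peptide control wells for full effect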
#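 Material: tagged CAL PDZ domain; buffer or medium: 25 mM sodium phosphate pH 7.4, 150 mM NaCl, TCEP, IgG, Thesit; compound dosing: single point, 20 µM; schedule: 1 h incubation at room temperature before polarization reading; measured by: FP readout, S and P plane fluorescence; read-out basis: percent inhibition from loss of millipolarization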
# MITF act = activators of MITF-driven TRPM1 promoter reporter, primary screen, cell-based, SK-MEL-5, luciferase, single point; SK-MEL-5 TRPM1-promoter luciferase, 24 h; % of positive control, neutral wells = 0; activation, % at 12.5 µM; actives 0.75% (n = 300,000);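 active = mean activation of at least 80% with every replicate also reaching 80%; inconclusive = mean reaches 80% but some replicate falls short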;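 also: 0% = neutral control wells and 100% = parthenolide positive control wells; values of inactives mirror those of a sister screen read the other way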
# Tat export inh = E. coli Tat export inhibitors, primary screen, MC4100, TorA-mCherry reporter, fluorescence, single point; actives 0.036% (n = 340,000); AID 488895, 2010; inhibition, % at 10 µM;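 active = mean replicate inhibition at least 50% and at least half of replicates individually reaching 50%; inconclusive = only one of the two criteria met; inactive = neither criterion met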;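 also: exported cargo escapes ClpAP degradation while cytoplasmic cargo is degraded and loses fluorescence; 0% = median of neutral control wells and 100% = median of NaSCN control wells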
# SR-BI HDL uptake = inhibitors of SR-BI mediated HDL lipid uptake, primary screen, ldlA[mSR-BI] cells, fluorescence, single point. ldlA[mSR-BI] CHO cells, DiI-HDL uptake fluorescence, 3 h. inhibition, % at 12.5 µM. actives 0.96% (n = 320,000);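 active = mean replicate inhibition of at least 70% and a set share of replicates each scoring 70 or more; inconclusive = meets just one of the two criteria; inactive = fails both criteria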;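 also: 0% = median of neutral control wells and 100% = median of positive control wells; values of inactives mirror those of a sister screen read the other way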
# Target sequence (Q61009 whole entry, looked up): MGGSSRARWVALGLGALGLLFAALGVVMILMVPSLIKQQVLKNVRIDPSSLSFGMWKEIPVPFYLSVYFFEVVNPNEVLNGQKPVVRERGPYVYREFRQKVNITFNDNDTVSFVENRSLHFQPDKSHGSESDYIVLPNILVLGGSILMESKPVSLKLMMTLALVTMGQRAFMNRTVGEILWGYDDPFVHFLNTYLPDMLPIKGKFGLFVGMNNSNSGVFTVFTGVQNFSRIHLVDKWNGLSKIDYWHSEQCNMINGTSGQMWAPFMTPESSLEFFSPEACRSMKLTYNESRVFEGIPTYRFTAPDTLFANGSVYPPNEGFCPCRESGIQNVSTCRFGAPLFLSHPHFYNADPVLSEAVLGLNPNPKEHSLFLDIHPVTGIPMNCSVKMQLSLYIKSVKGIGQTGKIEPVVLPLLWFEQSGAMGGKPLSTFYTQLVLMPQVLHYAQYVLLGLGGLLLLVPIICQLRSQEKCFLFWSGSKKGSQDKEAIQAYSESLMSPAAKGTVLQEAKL
# phage Ecoli inh = growth loss of phage-infected E. coli, primary screen, RecBCD inhibitor project, absorbance, with phage, HTS; inhibition, % at 11.9 µM; actives 0.26% (n = 360,000); AID 651602, 2012; in the data active = inhibition above about 11%
# AddAB inh = growth inhibition of E. coli expressing H. pylori AddAB, primary screen, AddAB inhibitor project, absorbance; actives 0.29% (n = 330,000); inhibition, % at 11.9 µM; in the data active = inhibition above about 12%;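 also: 0% = vehicle wells of infected cells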
# Active calls of the source: *; ? = inconclusive; . = no result given.
# Start of the data: the first 11 entries, ahead of the listing:
# Labels used below – A = Ecoli viability; B = CAL PDZ FP-1; C = Wnt bcat act; D = SR-BI DiI-HDL act; E = CAL PDZ FP-2; F = MITF act; G = Tat export inh; H = SR-BI HDL uptake; I = phage Ecoli inh; J = AddAB inh
Cc1cccc(NC(=S)N2CC3CC(C2)c2cccc(=O)n2C3)c1C (centres undefined)
  A = -2.1	B = -4	C = -1	D = 17	E = -1.8	F = -1	G = 2	H = -17	I = 0.1	J = 0.8
O=C(N/N=C/c1c(O)n(Cc2ccc(F)cc2)c(=S)[nH]c1=O)c1ccncc1
  A = 0.7	B = -2	C = 1	D = -33	E = -0.1	F = -8	G = 4	H = 33	I = 2.9	J = 1.8
CCCCCSc1cc(O)c(C(CNC)C(C)C)cc1OC (centres undefined)
  A = -0.2	B = 0	C = 0	D = 6	E = -0.2	F = 3	G = 1	H = -6	I = 3.4	J = 2.6
O=[N+]([O-])c1cccc(CN2CC=C(c3ccc(F)cc3)CC2)c1
  A = .	B = 1	C = 0	D = -20	E = -0.9	F = 9	G = -10	H = 20	I = 4.2	J = .
COP(=O)(NS(=O)(=O)c1ccccc1)OC
  A = 1.0	B = -4	C = 0	D = 18	E = -2.8	F = 6	G = -4	H = -18	I = 1.7	J = 3.4
c1ccc(C2NCc3ccccc3-n3cccc32)cc1 (centres undefined)
  A = 0.7	B = .	C = -3	D = 16	E = -0.4	F = -4	G = ?	H = -16	I = 2.5	J = 1.2
C[C@]12CC[C@@H](O)CC1=CCC1C2CC[C@@]2(C)C1C[C@@H](F)[C@@H]2O (some centres undefined)
  A = 1.3	B = -2	C = -2	D = -25	E = 0.0	F = -2	G = 7	H = 25	I = 3.3	J = -2.9
Oc1c(Cl)cccc1Cc1cc(Cl)cc(Cl)c1O
  A = .	B = -1	C = -8	D = -8	E = 0.0	F = -1	G = 5	H = 8	I = 15*	J = .
COC(=O)C1=C(c2ccc3ccccc3c2)C[C@@H]2CC[C@H]1N2C
  A = 2.3	B = 0	C = -4	D = 3	E = -0.1	F = -2	G = 9	H = -3	I = 3.6	J = 3.3
CCc1c(C)nc(N)nc1N1N=C1SCC(=O)OC
  A = 3.6	B = -1	C = -2	D = 16	E = 0.5	F = -3	G = -12	H = -16	I = 1.0	J = 1.0
COc1cccc(CN2CCNCC2)c1
  A = -0.9	B = -4	C = 5	D = -20	E = 0.0	F = .	G = 0	H = 20	I = -1.8	J = 0.8

# The list itself, previewed entries included:
# Labels used below – A = Ecoli viability; B = CAL PDZ FP-1; C = Wnt bcat act; D = SR-BI DiI-HDL act; E = CAL PDZ FP-2; F = MITF act; G = Tat export inh; H = SR-BI HDL uptake; I = phage Ecoli inh; J = AddAB inh
Cc1cccc(NC(=S)N2CC3CC(C2)c2cccc(=O)n2C3)c1C (centres undefined)
  A = -2.1	B = -4	C = -1	D = 17	E = -1.8	F = -1	G = 2	H = -17	I = 0.1	J = 0.8
O=C(N/N=C/c1c(O)n(Cc2ccc(F)cc2)c(=S)[nH]c1=O)c1ccncc1
  A = 0.7	B = -2	C = 1	D = -33	E = -0.1	F = -8	G = 4	H = 33	I = 2.9	J = 1.8
CCCCCSc1cc(O)c(C(CNC)C(C)C)cc1OC (centres undefined)
  A = -0.2	B = 0	C = 0	D = 6	E = -0.2	F = 3	G = 1	H = -6	I = 3.4	J = 2.6
O=[N+]([O-])c1cccc(CN2CC=C(c3ccc(F)cc3)CC2)c1
  A = .	B = 1	C = 0	D = -20	E = -0.9	F = 9	G = -10	H = 20	I = 4.2	J = .
COP(=O)(NS(=O)(=O)c1ccccc1)OC
  A = 1.0	B = -4	C = 0	D = 18	E = -2.8	F = 6	G = -4	H = -18	I = 1.7	J = 3.4
c1ccc(C2NCc3ccccc3-n3cccc32)cc1 (centres undefined)
  A = 0.7	B = .	C = -3	D = 16	E = -0.4	F = -4	G = ?	H = -16	I = 2.5	J = 1.2
C[C@]12CC[C@@H](O)CC1=CCC1C2CC[C@@]2(C)C1C[C@@H](F)[C@@H]2O (some centres undefined)
  A = 1.3	B = -2	C = -2	D = -25	E = 0.0	F = -2	G = 7	H = 25	I = 3.3	J = -2.9
Oc1c(Cl)cccc1Cc1cc(Cl)cc(Cl)c1O
  A = .	B = -1	C = -8	D = -8	E = 0.0	F = -1	G = 5	H = 8	I = 15*	J = .
COC(=O)C1=C(c2ccc3ccccc3c2)C[C@@H]2CC[C@H]1N2C
  A = 2.3	B = 0	C = -4	D = 3	E = -0.1	F = -2	G = 9	H = -3	I = 3.6	J = 3.3
CCc1c(C)nc(N)nc1N1N=C1SCC(=O)OC
  A = 3.6	B = -1	C = -2	D = 16	E = 0.5	F = -3	G = -12	H = -16	I = 1.0	J = 1.0
COc1cccc(CN2CCNCC2)c1
  A = -0.9	B = -4	C = 5	D = -20	E = 0.0	F = .	G = 0	H = 20	I = -1.8	J = 0.8
CCOC(=O)Cn1cc(C=C2C(=O)N(C)C(=O)N(C)C2=O)c2ccccc21
  A = -1.0	B = -1	C = -1	D = 12	E = -0.5	F = -3	G = -9	H = -12	I = 0.3	J = -4.0
COc1ccc2c(c1)NP(=S)(c1ccccc1)N2 (centres undefined)
  A = .	B = .	C = -2	D = 4	E = 0.0	F = 24	G = -10	H = -4	I = 1.1	J = .
CN1C2CCC1CC(OC(=O)CCN1CCCC1)C2 (centres undefined)
  A = 0.4	B = .	C = 0	D = 26	E = -1.2	F = -7	G = 4	H = -13	I = 2.5	J = 0.6
Cc1cccc(N=Cc2c(O)n(C)c(=O)n(C)c2=O)c1
  A = -0.9	B = -2	C = 0	D = 5	E = -0.3	F = 30	G = 5	H = -5	I = 1.0	J = 1.3
O=c1[nH]c(O)c(N=Nc2cc(C(F)(F)F)ccc2Cl)c(=O)[nH]1
  A = 2.5	B = -4	C = 9	D = 12	E = -0.3	F = -3	G = -5	H = -12	I = 0.5	J = -2.4
CNS(=O)(=O)c1ccc(N=Cc2c(O)n(-c3ccc(C)cc3)c(=O)[nH]c2=O)cc1
  A = 1.0	B = 6	C = 5	D = .	E = -1.2	F = -5	G = -7	H = .	I = 0.1	J = 1.3
CCN(CC)c1ccc(N=Cc2c(O)n(CCC3=CCCCC3)c(=O)[nH]c2=O)cc1
  A = 2.2	B = 1	C = .	D = 7	E = 0.0	F = .	G = 2	H = -7	I = 0.9	J = 3.6
CC#CP(=O)(OCC)C(O)(c1ccccc1)C(F)(F)F (centres undefined)
  A = -3.6	B = -6	C = .	D = 39	E = -0.1	F = -6	G = 12	H = -39	I = -0.9	J = -1.3
Cc1ccc(S(=O)(=O)N2CC2(C)CCl)cc1 (centres undefined)
  A = -0.4	B = 0	C = -3	D = 12	E = -0.5	F = -9	G = -16	H = -12	I = -0.5	J = 1.6
CCOc1ccc(N2C(=O)/C(=C/c3ccco3)C(=O)NC2=S)cc1
  A = -0.6	B = 16	C = .	D = 10	E = 6.0	F = -7	G = 16	H = -10	I = .	J = -0.2
CCn1c(C)cc(/C=C2\C(=O)NC(=O)N(c3ccccc3C)C2=O)c1C
  A = -1.3	B = 3	C = -3	D = 0	E = -0.5	F = -10	G = -2	H = 0	I = 2.9	J = 1.3
N=C1c2ccccc2CN1NC(=O)c1ccco1
  A = 0.5	B = -3	C = -5	D = 2	E = -0.6	F = 10	G = -1	H = -2	I = 3.5	J = 0.2
O=C1c2ccccc2C(=O)N1Cc1nc2ccccc2c(=O)n1-c1cccnc1
  A = 2.5	B = -4	C = .	D = 13	E = -0.2	F = 17	G = -5	H = -13	I = 0.7	J = 2.4
Brc1ccc2c(c1)C(OC1CN3CCC1CC3)c1ccccc1CS2 (centres undefined)
  A = 1.9	B = 0	C = .	D = -10	E = -1.5	F = -63	G = 1	H = 10	I = 3.9	J = 3.2
O=C(c1ccc(C(F)(F)F)cc1)C1CCCN(C2CCSCC2)C1 (centres undefined)
  A = 2.4	B = -4	C = -2	D = 4	E = -0.1	F = -5	G = 0	H = -4	I = 3.1	J = 4.5
Cc1c2cnn(CC(=O)N3CCC4(CC3)OCCO4)c(=O)c2c(C)n1Cc1ccccc1
  A = 2.5	B = 0	C = .	D = -19	E = -1.0	F = 7	G = -3	H = 19	I = 0.2	J = -1.0

# Not all compounds are listed, so the mix of outcomes need not match the whole.
